Wnt act: activators of Wnt/beta-catenin signaling | Wnt/beta-catenin reporter cell assay, activator, plate reader | activation, % at 9.35 µM | hit rate 1.2% among 300,000; in the data active means activation above about 30%, passing the limit was not always enough;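 further: 0% = neutral control wells and 100% = positive control wells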
SR-BI HDL uptake: blocks mouse SR-BI lipid uptake from DiI-HDL | AID 488896 | ldlA[mSR-BI] CHO cells, DiI-HDL uptake fluorescence, 3 h | inhibition, % at 12.5 µM | Q61009 | hit rate 0.96% among 320,000;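 active means mean replicate inhibition of at least 70% and a set share of replicates each scoring 70 or more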;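 further: 0% = median of neutral control wells and 100% = median of positive control wells; values of inactives mirror those of a sister screen read the other way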
Target sequence (Q61009 whole entry, looked up): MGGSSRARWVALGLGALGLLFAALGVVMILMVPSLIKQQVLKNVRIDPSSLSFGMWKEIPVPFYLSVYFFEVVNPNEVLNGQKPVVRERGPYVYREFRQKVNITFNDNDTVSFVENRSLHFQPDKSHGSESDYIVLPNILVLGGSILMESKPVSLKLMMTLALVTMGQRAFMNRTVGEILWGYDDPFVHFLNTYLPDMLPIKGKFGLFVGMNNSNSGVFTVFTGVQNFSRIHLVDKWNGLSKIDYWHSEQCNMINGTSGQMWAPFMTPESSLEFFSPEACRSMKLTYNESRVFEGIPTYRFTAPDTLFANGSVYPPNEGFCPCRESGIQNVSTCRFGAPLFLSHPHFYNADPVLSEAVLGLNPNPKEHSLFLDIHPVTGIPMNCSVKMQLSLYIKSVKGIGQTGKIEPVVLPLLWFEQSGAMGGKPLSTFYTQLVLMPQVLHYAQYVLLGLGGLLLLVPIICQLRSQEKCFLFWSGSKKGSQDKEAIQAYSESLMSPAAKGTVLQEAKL
PvdQ inh: P. aeruginosa PvdQ acylase inhibition | purified PvdQ acylase, fluorescence plate reader | inhibition, % at 10 µM | hit rate 0.063% among 340,000 | AID 488965; in the data active means inhibition above about 30%, passing the limit was not always enough;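 further: 0% = vehicle neutral wells and 100% = reference inhibitor wells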
V-ATPase pH: yeast V-ATPase proton transport regulation by pHLuorin; S. cerevisiae, pHLuorin cytosolic pH fluorescence; response, % at 10 µM; hit rate 0.37% among 350,000; AID 504577; in the data active means response mostly above about 7.3%, no sharp cut-off; inactive means mostly below about 5.4%; further: actives read high; inactives centre near 0; some compounds called inactive have numbers as strong as hits; reference of the scale not given here
HTR5A inv ctr: counter-screen for OPRM1-OPRD1 inverse agonists: human HTR5A inverse agonism. P47898. HTR5A cell line, luminescence. inhibition, % at 9.3 µM. hit rate 0.083% among 340,000; in the data active means inhibition mostly above about 23%, no sharp cut-off; inactive means mostly below about 18%;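 further: 0% = cells with DMSO and 100% = no-cell wells with DMSO; some compounds called inactive have numbers as strong as hits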
Target sequence (P47898 whole entry, looked up): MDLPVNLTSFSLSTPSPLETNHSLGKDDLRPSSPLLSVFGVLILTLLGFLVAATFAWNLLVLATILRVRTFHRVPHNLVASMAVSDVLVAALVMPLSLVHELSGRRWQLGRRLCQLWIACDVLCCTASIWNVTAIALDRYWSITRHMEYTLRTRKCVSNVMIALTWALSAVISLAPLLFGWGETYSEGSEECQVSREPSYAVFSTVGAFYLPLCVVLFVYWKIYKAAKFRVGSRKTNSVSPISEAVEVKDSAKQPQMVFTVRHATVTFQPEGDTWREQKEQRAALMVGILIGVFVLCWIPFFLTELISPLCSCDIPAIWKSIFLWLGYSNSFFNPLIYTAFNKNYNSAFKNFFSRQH
NSD2 HMT inh: blocks human histone methyltransferase NSD2; inhibition, % at 12.5 µM; hit rate 0.54% among 310,000; NSD2 peptide methylation, AlphaScreen, 120 min; O96028; in the data active means inhibition above about 50%
dFosB activator: activators of mouse delta FosB homodimer; P13346; activation, % at 25 µM; purified delta FosB, TAMRA-CDK5 oligo fluorescence polarization; percent of positive-control signal above neutral wells; hit rate 0.99% among 340,000;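 active means mean activation above about 17%, with every replicate also reaching it, limit read from the data, passing the limit was not always enough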;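 further: fluorescence polarization rise as delta FosB binds a TAMRA Cdk5 AP-1 oligo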
HTR5A ag ctr: activates human HTR5A in OPRM1-OPRD1 agonist counter-screen | activation, % at 9.3 µM | hit rate 0.61% among 340,000 | HTR5A agonist assay, luminescence, cell-based; in the data active means activation mostly above about 9.5%, no sharp cut-off; inactive means mostly below about 7.6%;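 further: 0% = cells with vehicle only and 100% = reference agonist; strong numbers were not always called active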
MITF TRPM1 HTS: activators of MITF-driven TRPM1 promoter activity in SK-MEL-5 cells; SK-MEL-5 TRPM1-promoter luciferase, 24 h; % of positive control, neutral wells = 0; activation, % at 12.5 µM; hit rate 0.75% among 300,000; AID 588334;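 active means mean activation of at least 80% with every replicate also reaching 80%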;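 further: 0% = neutral control wells and 100% = parthenolide positive control wells; values of inactives mirror those of a sister screen read the other way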
CDK5 p35 inh: CDK5/p35 (human) kinase inhibition; Q00535+Q15078; Recombinant CDK5/p35, ADP-Glo luminescence, 60 min; inhibition, % at 10 µM; hit rate 0.01% among 330,000; AID 488839;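 active means highest replicate inhibition of at least 50% and at least 75% of replicates reaching 50%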;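 further: plate controls were DMSO neutral control for no effect and GW8510 at 10 µM for full effect; many of its hits are not listed in these tables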
Active calls of the source: *; nt = not tested or not shown; & = joins results of further samples.

SMILES,Wnt act,SR-BI HDL uptake,PvdQ inh,V-ATPase pH,HTR5A inv ctr,NSD2 HMT inh,dFosB activator,HTR5A ag ctr,MITF TRPM1 HTS,CDK5 p35 inh
O=C(Nc1cc(C(F)(F)F)ccc1N1CCCC1)c1ccc2c(c1)OCO2,nt,27,-18,1,-41,3,1,3,-17,-1.5
CCOC(=O)c1cc(C)n(Cc2ccccc2)c1C,3,-22,-6,1,15,-1,-3,-5,nt,-8.4
FC(F)(F)c1nnc2sc(-c3ccco3)nn12,nt,-17,-5,-1,-2,5,7,1,7,-0.2
CCOC(=O)c1cc(OC(=O)c2cccc([N+](=O)[O-])c2)n(-c2ccccc2)n1,nt,-9,19,5,5,0,-9,3,13,-2.2
Cc1ccccc1NC(=S)N(CCc1c(C)[nH]c2ccc(F)cc12)Cc1ccncc1,-8,44,-10,0,-19,0,2,-2,5,-0.9
Cc1ccc(N(C(C)C(=O)Nc2ccccc2C(=O)N2CCOCC2)S(C)(=O)=O)cc1C (stereo not drawn),nt,-18,-5,-1,1,-3,13,0,1,1.1
CC1CCCC(C)N1S(=O)(=O)c1ccc(S(=O)(=O)NCCc2ccncc2)cc1 (stereo not drawn),-1,13,-7,0,0,nt,-6,-2,-6,0.6
COc1ccc(C(=O)NCC(c2ccc3c(c2)OCO3)N2CCN(c3ccc(OC)cc3)CC2)cc1 (stereo not drawn),3,23,-16,-3,-15,3,-3,5,-11,-0.7
Cc1ccc(-n2c(SCC(=O)c3c(N)n(C4CC4)c(=O)[nH]c3=O)nnc2N2CCOCC2)cc1,0,-6,-16,-2,2,-2,-3,-1,-1,1.0
Cc1ccc(O)c(-c2cc3ccccc3[nH]2)c1,37*,25,-5,-2,21,5,-1,1,20,2.5
COc1ccc(C=O)cc1CN1CCCN(Cc2ccc(Cl)cc2)S1(=O)=O,1,6,-9,-3,8,-1,-17,-2,-9,0.6
Cc1cccc(S(=O)(=O)Nc2ccc(-c3nc4ccc(C)cc4s3)cc2)c1,-2,10,2,1,-30,-3,0,9,62,-0.9
CCCCC[n+]1ccn(C2=C([O-])c3ccccc3C(=O)/C2=N\S(=O)(=O)c2ccc(Br)cc2)c1,-4,18,-8,-1,9,1,-3,3,nt,-2.7
COC(=O)c1ccc(N2NC(=O)/C(=C/c3ccc(-c4ccc(Cl)c(C(=O)O)c4)o3)C2=O)cc1,-9,-6,1,4,-5,-2,-6,2,-14,0.8
COc1ccc(/C=N/N2CCOCC2)cc1COc1ccc(F)cc1,-1,42,-7,-2,12,31,-6,-4,-5,-3.4
CC1CCN(c2ccc3nnc(CCC(=O)NCc4ccco4)n3n2)CC1,-1,-5,-4,-1,-1,-5,-4,-4,8,-2.5
COc1ccc(/C=C/C(=O)OCC(=O)NC2CCCCC2C)c(OC)c1 (stereo not drawn),-9,10,-7,2,7,0,-4,-3,-7,0.3
Nc1nc(Sc2ccc(C(F)(F)F)cc2[N+](=O)[O-])n[nH]1,-7,5,-10,-2,-1,-2,1,3,-11,1.4
CC[C@]12c3[nH]c4ccc(Cl)cc4c3CCN1C(=O)[C@@H](CC(=O)NC/C=C(\C)CCC=C(C)C)C[C@@H]2C(=O)N1CCN(C(=O)c2ccco2)CC1,-3,11,-9,2,-15,nt,-2,4,-16,-1.5
CC[C@H](C)[C@H](NC(N)=O)C(=O)NCCc1ccc(Cl)cc1,2,2,-8,-2,8,-5,6,-3,-14,-0.6
Cc1ccc(C)c(NC(=O)CN(C)C(=O)c2cccc(S(=O)(=O)N3CCN(Cc4ccccc4)CC3)c2)c1,-2,17,-5,-1,35,0,-9,5,-11,-1.8
CC(=O)c1ccc(NC(=O)C2CCCN(S(=O)(=O)c3c(C)[nH]c(=O)[nH]c3=O)C2)cc1 (stereo not drawn),-1,-13,-21,-1,-14,1,-7,5,-1,-0.3
Cc1cc(F)c(F)c(C(=O)N2C(C)CCCC2C)c1Cl (stereo not drawn),1,9,-6,0,-7,58*,-2,7,nt,-0.2
Cc1ccc(C)c(NC(=O)CN2C(=O)CC(C)S(=O)(=O)c3ccccc32)c1 (stereo not drawn),1,-11,0,0,-4,-2,-1,-4,4,0.3
COc1ccccc1NC(=O)C(=O)N1CCCC1,2,23,-12,0,1,0,-1,-1,-1,0.1
O=C(COC(=O)c1cncc(Br)c1)Nc1ccc(N2CCCCC2)cc1,1,33,1,0,4,2,1,-2,nt,1.3
Cc1cc(OCCCN2CCN(Cc3ccccc3)CC2)ccc1[N+](=O)[O-],6,nt,-11,-2,1,12,-6,4,-1,-0.7
Nn1c(SCC(=O)NC(=O)Nc2ccc3c(c2)OCCO3)nnc1C1CC1,7,-5,-11,2,-7,-4,-13,7,12,-1.1
O=C(c1cccc(Cl)c1)N1CCCC(c2ccc(Cl)cc2)=N1,-2,38,-2,-1,-7,-1,-17,3,12,-4.7
O=C(CCCc1ccccc1)N1CCN(c2ccc([N+](=O)[O-])cc2)CC1,nt,11,8,-5,-29,-1,-14,4,2,0.0

3 compounds out of the list, sorted by number of heavy atoms, rising:
SMILES,Wnt act,SR-BI HDL uptake,PvdQ inh,V-ATPase pH,HTR5A inv ctr,NSD2 HMT inh,dFosB activator,HTR5A ag ctr,MITF TRPM1 HTS,CDK5 p35 inh
Cc1ccc(C)c(NC(=O)CN2C(=O)CC(C)S(=O)(=O)c3ccccc32)c1 (stereo not drawn),1,-11,0,0,-4,-2,-1,-4,4,0.3
Cc1ccccc1NC(=S)N(CCc1c(C)[nH]c2ccc(F)cc12)Cc1ccncc1,-8,44,-10,0,-19,0,2,-2,5,-0.9
Cc1ccc(C)c(NC(=O)CN(C)C(=O)c2cccc(S(=O)(=O)N3CCN(Cc4ccccc4)CC3)c2)c1,-2,17,-5,-1,35,0,-9,5,-11,-1.8

In a second layout: entries from further up.
> CC[C@H](C)[C@H](NC(N)=O)C(=O)NCCc1ccc(Cl)cc1
  Wnt act = 2
  SR-BI HDL uptake = 2
  PvdQ inh = -8
  V-ATPase pH = -2
  HTR5A inv ctr = 8
  NSD2 HMT inh = -5
  dFosB activator = 6
  HTR5A ag ctr = -3
  MITF TRPM1 HTS = -14
  CDK5 p35 inh = -0.6

> CCCCC[n+]1ccn(C2=C([O-])c3ccccc3C(=O)/C2=N\S(=O)(=O)c2ccc(Br)cc2)c1
  Wnt act = -4
  SR-BI HDL uptake = 18
  PvdQ inh = -8
  V-ATPase pH = -1
  HTR5A inv ctr = 9
  NSD2 HMT inh = 1
  dFosB activator = -3
  HTR5A ag ctr = 3
  MITF TRPM1 HTS = nt
  CDK5 p35 inh = -2.7

Further compounds:
SMILES,Wnt act,SR-BI HDL uptake,PvdQ inh,V-ATPase pH,HTR5A inv ctr,NSD2 HMT inh,dFosB activator,HTR5A ag ctr,MITF TRPM1 HTS,CDK5 p35 inh
Cc1ccc(S(=O)(=O)N2C[C@@H]3[C@H]4CC[C@H](C4)[C@@H]3[C@@H](C)[C@@H]2c2ccn([Si](C(C)C)(C(C)C)C(C)C)c2)cc1,-2,3,2,7,-13,nt,-4,4,13,2.7
CC(=O)OCC(=O)NCC(=O)c1c[nH]c2ccccc12,2,-2,-3,2,12,nt,2,-1,-4,0.9
CCOc1cc(N2CCOCC2)c(OCC)cc1NC(=O)COC(=O)c1ccccc1C,-3,59,-12,0,9,2,-8,4,8,-1.4
COc1ccc(C(=O)c2c[nH]cc2-c2ccccc2)cc1,-1,-2,-11,-2,0,nt,4,0,16,0.0
CCOC(=O)C1CCCN(CCC(=O)Nc2cccc(F)c2)C1 (stereo not drawn),-3,-15,2,-1,-10,-1,-7,5,3,2.0
O=C(c1ccc2c(=O)n3c(nc2c1)CCCCC3)N1CCN(c2ccccc2F)CC1,5,-13,17,4,-32,nt,-2,11,nt,-0.6
Cc1ccc(NN2C(=O)C=C(c3ccc(Cl)cc3)C2=O)cc1,nt,6,-12,8,-1,0,-3,0,-20,0.7
COc1ccccc1C(=O)COC(=O)CNS(=O)(=O)c1ccc(C)c(C)c1,3,6,-14,3,-13,0,-4,0,7,-1.3
CC(C)C(c1nnnn1C1CCCCC1)N1CCCc2ccccc21 (stereo not drawn),-3,11,-4,-4,-36,6,-5,1,-3,0.5
CCOc1ccccc1NC(=O)CN(C)S(=O)(=O)c1ccc2[nH]c(=O)oc2c1,0,49,-8,-3,-1,3,-9,-5,-1,-0.8
CCOc1ccccc1OCCCCOc1ccccc1F,-1,-23,-12,-3,-1,14,6,1,0,-0.2
Cn1cnc(S(=O)(=O)NCc2ccccc2)c1,-5,-5,-12,1,-31,-3,4,12,-1,1.9
COc1ccc(S(=O)(=O)N2CCN(C(=O)c3cc(C)oc3C)CC2)cc1,-1,-10,-9,1,3,3,-9,-1,7,-1.4
O=C(CN1CCN(S(=O)(=O)c2ccc(F)cc2)CC1)Nc1ccc(Cl)cn1,5,-6,-17,-4,-5,-2,-7,2,16,0.5
COC(=O)c1sc(N2C(=O)C(=O)/C(=C(/O)c3ccccc3)C2c2ccco2)nc1C (stereo not drawn),nt,-22,-11,2,0,3,-7,5,-4,-2.1
Cc1sc2nc(N3CCOCC3)[nH]c(=O)c2c1-c1ccccc1,0,7,-11,-1,13,-3,0,1,16,-0.6
Cc1cccc(N=C2NC(=O)/C(=C/c3cccn3C)S2)c1,4,-3,-12,3,-7,5,-6,1,8,0.4
Cc1ccc(S(=O)(=O)N(C)C)cc1NC(=S)NNC(=O)C(N)=O,-8,-22,-11,-1,nt,-5,3,nt,-2,-0.3
O=C(CN1CCN(c2ccccc2F)CC1)Nc1ccccc1F,nt,-8,6,-2,-3,5,0,1,0,-0.2
Cc1ccc(S(=O)(=O)N2CCOCC2)cc1NC(=O)Cn1ccsc1=N,-3,-3,-22,-1,17,2,3,-7,-6,-0.3
O=C(O)/C=C1\CCCc2ccccc2C1O (stereo not drawn),-6&2,-11,-12,5,-16,nt,-9,6,-4,-0.1
O=C(/C=C\c1ccccc1[N+](=O)[O-])Nc1ccccc1,8,43,-14,-4,-5,-2,-3,3,54,-0.1
CC(=O)c1ccc(NC(=O)c2ccc(COc3ccccc3[N+](=O)[O-])o2)cc1,-2,16,-2,2,13,-3,27*,-1,6,nt
CSc1ccccc1NC(=O)Cn1c([N+](=O)[O-])cnc1C,3,-23,-20,-5,-2,-1,-1,0,6,-0.8
CC(Oc1ccc(C#N)cc1)C(=O)Nc1ccc(-n2cnnn2)cc1 (stereo not drawn),-2,28,-5,2,6,-3,4,12,-5,2.3
COC(=O)c1cc(OC)c(OC)cc1NC(=O)CSc1ccc(C)cc1,-5,-11,-10,6,26,4,-1,-2,4,3.9
CC(NC(=O)c1ccc2c(=O)n3c(nc2c1)CCC3)c1ccc(S(N)(=O)=O)cc1 (stereo not drawn),0,0,-13,-2,-6,1,-11,4,13,1.2

Filtered by structure, those above containing bromine
SMILES,Wnt act,SR-BI HDL uptake,PvdQ inh,V-ATPase pH,HTR5A inv ctr,NSD2 HMT inh,dFosB activator,HTR5A ag ctr,MITF TRPM1 HTS,CDK5 p35 inh
CCCCC[n+]1ccn(C2=C([O-])c3ccccc3C(=O)/C2=N\S(=O)(=O)c2ccc(Br)cc2)c1,-4,18,-8,-1,9,1,-3,3,nt,-2.7
O=C(COC(=O)c1cncc(Br)c1)Nc1ccc(N2CCCCC2)cc1,1,33,1,0,4,2,1,-2,nt,1.3

Assay outcomes: PubChem, several laboratories

Rows are unselected; 5% or so of the library scored in one or more.
